Diaph inh CS: inhibits diaphorase or chemically oxidizes, flagging diaphorase assay artifacts | AID 1217 | inhibition, % at 20 µM | diaphorase resazurin-to-resorufin fluorescence, NADH, 16 min; bacterial (C. kluyveri) enzyme, not human | 0.69% of 190,000 active;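 active means primary screen inhibition at 20 µM above a set limit, cut at about 50% in these data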;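 further: plate controls were DMSO with full reaction for no effect and wells lacking NADH for full effect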
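Detection: fluorescence of resorufin formed from resazurin, Ex 544/Em 590 nm; test system: Clostridium kluyveri diaphorase enzyme; amount: 0.14 U/mL diaphorase, enzyme working solution; times: 16-min room-temperature incubation before reading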
G6PDH counter: inhibits Leuconostoc G6PDH, flagging false hits in G6PDH-based assays | 0.12% of 200,000 active | inhibition, % at 5 µM | Purified L. mesenteroides G6PDH, diaphorase/resazurin coupled fluorescence, 45 min
Hsp70 activator: transcriptional activators of Hsp70 | HeLa Hsp70 promoter luciferase reporter, luminescence; scaled: vehicle 0, proteasome-inhibitor control 100% | activation, % at 10 µM | 0.04% of 200,000 active;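 active means activation above the mean across all tested compounds plus 3 SD, cutoff set per campaign, cut at about 5.5% in these data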;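 further: 100% = MG132 at 30 µM as the positive control and 0% = DMSO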
Diaph act CS: counter-screen for diaphorase-based assays: diaphorase activators and chemical reducers | Diaphorase/resazurin coupled assay, resorufin fluorescence, 16 min; active compounds read high; 1 = vehicle wells, 0 = NADH-free wells | activation factor at 20 µM | 0.005% of 190,000 active | AID 1229;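 active means diaphorase activity raised at least twofold by the compound at 20 µM; inactive means activation factor below 2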
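Assay system: Purified diaphorase enzyme from Clostridium kluyveri | Amount: Enzyme 0.07 U/mL final | Dosing: Compound 20 µM once, DMSO 1% | Timing: 16 min reaction at room temperature | Detection: Fluorescence, excitation 544 nm and emission 590 nm | Evaluation: Higher resorufin formation from activation or reduction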
DTT redox prof: compounds producing H2O2 with reducing agent – biochemical, NIH compound library profiling, artefact control for MLSCN library redox annotation, primary screen | activation, % at 10 µM | DTT-dependent redox cycling H2O2, phenol red/HRP absorbance; 100% = 100 µM peroxide control, 0% = buffer | 0.03% of 200,000 active;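 active means activation of at least 50% relative to the plate's high and low controls in the primary single-dose screen; inactive means activation below 50%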;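 further: compound incubated with DTT at 0.8 mM final as the reducing agent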
Lmaj promast: inhibitors of Leishmania major promastigote growth | Leishmania major promastigotes, resazurin fluorescence viability | AID 1063 | inhibition, % at 10 µM | 9% of 200,000 active;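 further: promastigotes grown with compound for 44 hours at 28 °C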
PMI act: activators of human phosphomannose isomerase; activation factor at 20 µM; purified human PMI, coupled resazurin fluorescence, 20 min; active compounds read high; 1 = vehicle control, 0 substrate-free wells; AID 1214; 0.005% of 190,000 active; P34949;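 active means activation factor of 2 or more at 20 µM, relative to plate controls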
S1P3 antag: antagonists of human S1P3 receptor. CHO S1P3 NFAT-BLA reporter, FRET fluorescence, antagonist mode. inhibition, % at 4.98 µM. 0.27% of 170,000 active. AID 485;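 active means inhibition above the plate cutoff, the mean inhibition of test wells on that plate plus 3 SD, cut at about 28% in these data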;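 further: cells challenged with S1P at its EC80 of 0.8 µM; blue over green emission ratio from cleaved BLA substrate after 4 h stimulation; 0% = S1P-stimulated wells and 100% = unstimulated DMSO-only wells; some compounds past the cut are filed as inactive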
RAM network inh: inhibitors of the yeast RAM network; S. cerevisiae dse1pr::URA3 reporter, 5-FOA growth OD615, 2 d; analog-sensitive cbk1-as2 kinase mutant strain; inhibition, % at 50 µM; 1.8% of 190,000 active; AID 868;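 active means inhibition above a set limit, 3 SD over mean compound inhibition, cut at about 8.4% in these data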;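 further: 0% = DMSO-only wells with no growth and 100% = 10 µM 1-NA-PP1 full growth; inhibition rescues growth on 5-FOA so higher OD means more RAM inhibition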
TLR4-MyD88 BLA: TLR4-MyD88 interaction inhibition in cells; 0.18% of 200,000 active; O00206+Q99836; inhibition, % at 8.4 µM; HeLa CL3-4 TLR4/MyD88 BLA complementation, FRET ratio; in the data active means inhibition above about 25%;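 further: 0% = vehicle and 100% = reference inhibitor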
PMI act satM6P: activators of human phosphomannose isomerase at near-saturating mannose 6-phosphate | coupled PMI enzyme assay, resazurin fluorescence, 20 min; active compounds read high; 1 = untreated enzyme, 0 = substrate-free blank | 0.34% of 190,000 active | activation factor at 20 µM | AID 1216;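 active means activation factor of 2 or more at 20 µM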
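Test system – human PMI in coupled enzyme assay · Timing – 20 min incubation at room temperature · Detection – Diaphorase-driven resazurin-to-resorufin fluorescence, excitation 544, emission 590 nm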
Active calls of the source: *; x = not tested or not shown; & = joins results of further samples. Unless noted, no stated cut-off is given here; in the data, active means inhibition above about 50%; inactive means the rest.

SMILES	Diaph inh CS	G6PDH counter	Hsp70 activator	Diaph act CS	DTT redox prof	Lmaj promast	PMI act	S1P3 antag	RAM network inh	TLR4-MyD88 BLA	PMI act satM6P
Nc1cc2c(cc1[N+](=O)[O-])OCO2	15	15	-0.1	0.9	0.2	8	0.9	-17	2.6	-1	0.5
Cc1nn(-c2ccccc2)cc1C(c1c(N)[nH]c(=S)[nH]c1=O)c1c(N)[nH]c(=S)[nH]c1=O	50	16	-0.2	0.5	-0.2	-2	0.8	-13	-0.8	-3	0.8
Cc1cc(OCC(=O)Nc2cc(-c3nn4c(C)nnc4s3)ccc2C)ccc1Cl	14	0	-0.4	0.9	-1.2	-1	0.9	-15	2.0	22	1
Cc1c(C(=O)OCC(=O)N(CCC#N)c2ccccc2)oc2c1ccc1ccccc12	17	2	0.1	0.8	-1.1	8	0.8	-1	1.3	6	0.8
CCOC(=O)/C=C1\SCC(=O)N1CC(=O)c1ccc[nH]1	-2	4	-0.5	1	1.9	-4	1.1	-3	1.6	-4	1
Cc1ccc(S(=O)(=O)c2c(N)n(NC(=O)C3CC3)c3nc4ccccc4nc23)cc1	24	5	-0.3	0.8	2.3	3	1	-3	0.3	-3	0.9
Cc1ccc(CNC(=O)C(C)OC(=O)c2ccco2)cc1 (stereo not drawn)	5	7	0.2	0.9	-0.5	-6	1	2	0.3	2	1.1
COc1ccc(C2=NO[C@@H]3[C@@H]4C[C@@H]([C@H]5C(=O)N(C)C(=O)[C@@H]45)[C@H]23)cc1	13	2	-0.3	0.9	-0.9	-3	1	12	0.8	6	0.9
Cc1ccc(S(=O)(=O)N2CCCCC2)cc1NS(=O)(=O)c1cccc(C(=O)O)c1	10	2	-0.4	0.9	-0.5	-5	1.1	-8	1.6	-22	1
COc1cc2[nH]c(=O)c(C(=O)NCCCN3CCOCC3)c(O)c2cc1OC	-1	21	-0.1	1	-1.0	31	1	-24	0.6	-7	1.2
CC(=O)Nc1ccc(S(=O)(=O)NC2(C(F)(F)F)NC(=O)N(c3ccccc3F)C2=O)cc1 (stereo not drawn)	1	6	0.0	1	-0.2	-3	1	-20	0.0	-4	1
CCOc1ccc(S(=O)(=O)NCCOC)cc1C	8	15	-0.1	0.9	0.4	-5	0.9	x	0.5	-4	0.9
CCCCCn1c(=O)[nH]c2cc(C(=O)NCCN(CC)CC)ccc2c1=O	5	4	-0.3	1	-0.3	4	1.1	x	0.8	2	1
CCCCn1c(O)c(/C=C/C=C/C=Nc2ccccc2)sc1=S	27	4	-0.2	0.7	1.3	33	1.1	-21	13*	10	0.8
Cc1ccc(NC(=O)COC(=O)c2cccnc2Cl)cc1S(=O)(=O)N1CCCCC1	1	7	-0.1	1	-1.7	1	1.1	2	1.6	-4	1.1
COc1ccc(C(=O)C(CCC(CNC(C)(C)C)C(=O)c2ccc(OC)cc2)CNC(C)(C)C)cc1 (stereo not drawn)	5	2	-0.3	0.9	2.6	100*	1	18	1.0	-1	1.1
O=C(C1CCN(S(=O)(=O)c2cccc3cccnc23)CC1)N1CCCC1	-1	14	x	1	-1.2	-7	1.1	-15	1.4	x	0.9
Cc1cccc(C(=O)N2CCC(n3nnc4cc(F)ccc43)CC2)c1	-3	-8	0.0	1	2.3	-5	1	3	-0.3	1	0.9
Cc1nc2ccccc2n1/C(=N\S(=O)(=O)c1ccccc1)c1ccccc1	9	3	-0.2	0.9	0.1	-3	1	-10	0.9	-4	1.1
O=[N+]([O-])c1ccc(/C=N/N2CCN(c3ccncc3S(=O)(=O)N3CCCCC3)CC2)cc1	12	-5	-0.2	0.9	0.2	99*	1	-4	2.6	12	0.9
COc1ccc(OCc2ccc(C(=O)O)cc2)cc1	1	4	-0.4	1	2.6	-11	1	-29	2.0	2	1.1
Cc1c(Cl)cccc1NC(=O)C1CCN(S(C)(=O)=O)CC1	x	2	-0.2	x	-0.7	-4	x	-10	0.3	3	x
O=C(O)CC(=O)NC12CC3CC(CC(C3)C1)C2	-3&8	8&0	-0.5&-0.2	1&0.9	-0.2&0.3	2&-1	1&1	x	1.6&-1.0	-15&0	1.1&1
COC(=O)CC1C(=O)NCCN1C(=S)Nc1ccccc1 (stereo not drawn)	9	1	0.0	0.9	-0.2	-2	1	-4	1.1	-5	1.1
O=C1CCN(S(=O)(=O)c2ccccc2)C2CCCCC12 (stereo not drawn)	21	-3	0.5	0.8	0.5	-1	0.9	-14	1.8	9	0.8
Cc1ccc(C(=O)c2c(C)oc3c2C(=O)C(=O)c2ccccc2-3)cc1	57*	63*	0.1	0.4	458*	100*	0.3	x	-0.4	-16	0.3
CCOC(=O)c1cccc(NC(=O)/C=C/c2cccc([N+](=O)[O-])c2)c1	6	-5	-0.2	0.9	-3.0	-6	1	x	4.1	-16	1.1
Cc1ccc(NC(=O)CC(=O)c2ccc([N+](=O)[O-])cc2)cc1S(=O)(=O)Nc1cccc(Cl)c1	-6	9	3.9	1.1	-1.0	51*	1.1	1	2.0	3	1.1
CNc1nc(NCCOC23CC4CC(CC(C4)C2)C3)nc(OCC(F)(F)F)n1	1	1	0.6	1	1.8	42	1	x	4.0	-25	1
S=c1[nH]nc(COc2ccccc2)n1/N=C/C=C/c1ccccc1	36	-34	-0.1	0.6	0.4	-6	0.7	-5	3.7	8	0.8
Cc1sc(-c2ccncc2)nc1OC(=O)c1ccc(F)cc1F	7	2	-0.4	0.9	-0.6	0	1	-2	3.8	9	1
Cc1ccc(/C=C/C(=O)Nc2cccnc2)o1	-3	10	-0.1	1	-0.3	-5	1.3	-4	0.7	-11	1.3
COc1nc(N/N=C/c2ccc(C)cc2)nc(N2CCCCC2)n1	6	-15	-0.3	0.9	-0.2	40	0.9	7	0.5	14	1
O=C(Cn1cc2c(n1)CCCCC2)NCc1ccccn1	13	0	x	0.9	-1.0	-6	1	-37	0.6	x	0.9
NC(=O)CC[C@@H]1NC(=O)[C@@H]2CCCN2C(=O)c2cc([N+](=O)[O-])cc(I)c2NCCC[C@@H](C(N)=O)NC1=O	11	9	-0.3	0.9	0.2	-7	1.2	2	3.0	0	1.1
CCOc1ccc(-c2nnn(CC(=O)NCc3ccc(C)cc3)n2)cc1	-19	8	0.1	1.2	-1.5	-5	1.2	-10	0.9	3	1
C1CCC(Nc2nc3nonc3nc2N2CCSCC2)C1	-6	4	0.1	1.1	1.0	7	1	-14	-0.4	-15	1.1
CCn1c2ccccc2c2cc(NC(=O)c3cccc([N+](=O)[O-])c3C)ccc21	26	7	-0.2	0.7	0.6	4	0.8	-9	3.2	0	0.9
COc1ccccc1N1CCN(C(=O)CN(C)S(=O)(=O)c2ccc3c(c2)c(=O)n(C)c(=O)n3C)CC1	2	0	-0.1	1	3.3	4	1.1	-6	0.2	5	1.1
COCCNc1cc(N)c([N+](=O)[O-])cc1[N+](=O)[O-]	4	3	-0.1	1	-0.1	6	0.9	12	1.2	-6	0.8
Cc1ccc(C)c(NC(=S)N(C)CCO)c1	-7	-2	-0.3	1.1	0.2	-6	1.1	-5	1.0	11	1
CCC(CC)C(=O)Nc1ccccc1-n1cccc1	9	2	-0.4	0.9	-4.6	5	1	x	1.7	0	1
Cc1ccc(C(=O)N2CC(=O)Nc3ccccc32)o1	5	2	0.1	0.9	-0.9	-1	1.5	-12	1.2	-18	1.4
COc1ccc(C(=S)N2CCCC2)cc1OC	22	0	-0.3	0.8	0.0	0	1	x	0.4	-2	1
CCOC(=O)C1CCN(S(=O)(=O)c2ccc3[nH]c(=O)c(=O)[nH]c3c2)CC1	8	-2	-0.1	0.9	-1.4	-6	1.1	-25	7.3	3	0.9
Cn1c(CO)nc2cc(N)ccc21	8	-4	-0.4	0.9	-0.4	-4	0.9	4	-1.4	-4	0.8
O=C(O)Cc1sc(-c2ccc(Cl)cc2)nc1-c1ccccc1	8	4	-0.2	0.9	1.6	-8	0.9	x	0.0	6	0.9
COCCn1nnnc1C(c1cc2ccc(C)cc2[nH]c1=O)N(Cc1ccco1)Cc1cccs1 (stereo not drawn)	32	2	-0.1	0.7	-2.5	27	0.9	-18	3.2	0	1
CC1CCCCC12NC(=O)N(CC(=O)Nc1sc3c(c1C(N)=O)CCC3)C2=O (stereo not drawn)	16	0	-0.1	0.8	0.4	3	0.9	x	3.5	-6	0.9
c1ccc(CNc2ncnc3sc4c(c23)CCC4)nc1	6	3	-0.2	0.9	1.6	9	1	x	0.1	-13	1
c1ccc2c(c1)nnn2CNc1nccs1	10	3	-0.4	0.9	0.5	-5	1	1	0.4	2	0.9
O=C1c2ccccc2C(O)(c2ncc[nH]2)N1C1CCCCC1 (stereo not drawn)	6	0	0.0	0.9	-0.6	-3	1.1	16	-1.0	11	1.1
C/C(=N\Nc1ccc([N+](=O)[O-])cc1)c1cc2ccccc2o1	13	-2	-0.2	0.9	-0.4	-1	0.9	54*	3.0	60*	1
